# PPC-1+TRAIL kill: compounds killing PPC-1 cancer cells with TRAIL present (potentiator screen, no TRAIL-free arm) | 220,000 tested, 0.41% active | cell killing (% activity), % at 4 µM | PPC-1 cells + TRAIL, ATPLite viability luminescence;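 active = cell killing above 50% in the first pass at 4 µM, then a duplicate retest at 5 µM averaging 50% or more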;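 also: plate controls were cells with TRAIL plus DMSO for no effect and medium-only wells lacking cells for full effect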
# Furin inhibitor: inhibitors of human furin. P09958. purified furin, fluorogenic substrate cleavage. inhibition, % at 30 µM. 220,000 tested, 0.061% active. AID 463115; in the data active = inhibition above about 25%; also: inactives centre near -15
# TRPML3 agonist: activates the human TRPML3 channel. HEK293 TRPML3-YFP, Fluo-8 calcium fluorescence; 100% = the carbachol control signal. activation, % at 3 µM. 220,000 tested, 0.29% active. AID 1448;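 active = activation above its plate's cutoff, the mean activation of the plate's test wells plus 3 SD, cut at about 12% in these data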;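 also: 0% = DMSO only wells and 100% = carbachol wells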
# Target sequence (Q8TDD5 whole entry, looked up): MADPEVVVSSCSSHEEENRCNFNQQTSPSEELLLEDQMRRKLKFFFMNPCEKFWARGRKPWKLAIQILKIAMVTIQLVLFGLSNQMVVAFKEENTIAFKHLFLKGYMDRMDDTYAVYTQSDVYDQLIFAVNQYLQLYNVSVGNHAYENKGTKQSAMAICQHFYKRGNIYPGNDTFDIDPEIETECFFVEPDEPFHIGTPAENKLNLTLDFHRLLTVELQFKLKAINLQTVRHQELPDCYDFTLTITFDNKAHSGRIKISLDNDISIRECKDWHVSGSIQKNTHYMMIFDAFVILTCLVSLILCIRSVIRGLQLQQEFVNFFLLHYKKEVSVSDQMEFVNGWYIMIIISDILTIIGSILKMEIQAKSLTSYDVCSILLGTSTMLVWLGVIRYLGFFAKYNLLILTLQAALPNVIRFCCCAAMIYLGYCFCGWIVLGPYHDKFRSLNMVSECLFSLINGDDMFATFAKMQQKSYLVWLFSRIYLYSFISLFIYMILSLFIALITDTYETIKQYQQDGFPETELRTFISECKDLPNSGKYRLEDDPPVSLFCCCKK
#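 system = HEK293 cells stably carrying human TRPML3-YFP | doses = one concentration, 3 µM nominal, 0.3% DMSO | timing = dye loading 1 h 37 °C then 30 min ambient, 125 s read | detection = Fluo-8 calcium dye fluorescence, ex 470-495, em 515-575 nm | benchmarks = high control carbachol 87 µM, low control DMSO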
# TbHK1 inh: blocks Trypanosoma brucei hexokinase 1 activity. 220,000 tested, 0.11% active. AID 1430. inhibition, % at 10 µM. recombinant TbHK1, G6PDH-coupled NADH A340;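 active = inhibition of 50% or more in the single-dose primary screen; inactive = inhibition below 50%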
# zfTRPN1 agonist: zebrafish TRPN1 (NompC) channel agonism; HEK293 zebrafish TRPN1-YFP, Fluo-8 calcium fluorescence; 100% = response to 87 µM carbachol; AID 1424; activation, % at 3 µM; 220,000 tested, 0.18% active;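 active = activation above its plate's cutoff, the mean activation of test wells on that plate plus 3 SD, cut at about 19% in these data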;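 also: 0% = DMSO alone and 100% = 87 µM carbachol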
#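 System: zebrafish TRPN1-YFP in HEK293 cells / Dosing: 3 µM single point / Timing: dye loading 1 h at 37 °C, then 30 min room temperature / Signal: Fluo-8 calcium fluorescence, excitation 470-495 nm, emission 515-575 nm / Read-out basis: percent activation from peak over basal fluorescence ratio, control-normalized / Control set: high carbachol 87 µM, low DMSO alone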
# Calpain2 inh: inhibitors of pig calpain II; purified calpain II, fluorogenic peptide substrate, 30 min; inhibition, % at 16 µM; 220,000 tested, 0.37% active;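 active = inhibition above about 50%, limit read from the data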
# Cl transport mod: modulators of human KCC2 chloride dependent transport; KCC2 cells, thallium flux FluoZin-2 fluorescence; B-score of Tl+ flux slope (higher = more flux/activation; lower = inhibition) at 10 µM; 190,000 tested, 2.2% active; AID 1456;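 active = thallium flux slope and its plate-corrected score both differing from the plate sample mean at a set confidence after two filtering rounds, in either direction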;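 also: slope of fluorescence scaled to starting intensity during 10 to 20 s after thallium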
# EBV gp42 inh: blocks Epstein-Barr virus glycoprotein 42 binding; 220,000 tested, 0.42% active; Q1HVG2; Fluorescence polarization binding assay, mP read-out; inhibition, % (tested at 21.74 µM); in the data active = inhibition above about 50%
# Target sequence (Q1HVG2 whole entry, looked up): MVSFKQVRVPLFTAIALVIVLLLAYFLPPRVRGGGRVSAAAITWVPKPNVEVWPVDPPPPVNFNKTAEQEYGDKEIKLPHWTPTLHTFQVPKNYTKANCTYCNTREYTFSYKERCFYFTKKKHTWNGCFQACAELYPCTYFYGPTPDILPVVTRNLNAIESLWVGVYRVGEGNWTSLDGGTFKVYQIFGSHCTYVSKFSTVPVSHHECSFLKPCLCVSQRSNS
# Thrombin inh: inhibitors of human thrombin; alpha-thrombin, Boc-VPR-AMC fluorogenic substrate cleavage; inhibition, % at 5 µM; 220,000 tested, 0.26% active; AID 1046;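 active = inhibition at or above 40%; inactive = inhibition below 40%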;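 also: 0% = enzyme with no compound and 100% = wells without enzyme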
#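 Material: human alpha-thrombin protein; Also added: Boc-VPR-AMC substrate, 15 µM final; Timing: enzyme reaction carried out at room temperature; Signal: fluorescence, ex 355 nm, em 460 nm; Measure: % inhibition of thrombin; Controls: enzyme without compound as high, wells lacking enzyme as low.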
# * hit, by the source's call; . = no result given; [ ] = dose if it differs, or a comment.
SMILES,PPC-1+TRAIL kill,Furin inhibitor,TRPML3 agonist,TbHK1 inh,zfTRPN1 agonist,Calpain2 inh,Cl transport mod,EBV gp42 inh,Thrombin inh
CCOC(=O)c1c(N2C(=O)Nc3ccccc3N2O)sc2c1CCCCC2,4,11,3.2,26,-0.8,-26,-0.25,1,-5
O=C(c1ccncc1)N(Cc1ccco1)Cc1cc2ccccc2[nH]c1=O,-24,-13,0.3,-17,0.5,-45,0.94,-21,-20
COc1cc(C=O)cc(OC)c1OS(=O)(=O)c1ccc(NC(C)=O)cc1,1,-20,2.0,1,1.7,13,0.66,4,-4
COc1ccc(NC(=O)c2c(Cl)cnn2C)c(C)c1,5,-23,0.2,-5,0.3,-4,-0.41,-11,-7
CCc1ccc(CN(C)CC(=O)Nc2sccc2C#N)cc1,10,-30,-0.5,-1,-0.3,-12,-0.42,8,2
OC(c1ccccc1)c1nccn1Cc1ccccc1 (stereo not drawn),20,-14[20 µM],0.0,-3,-1.7,-12,.,1,0
COc1ccc(N(CC(=O)Nc2ccc(OC)cc2OC)S(=O)(=O)c2ccccc2)cc1,7,-14,-0.6,-1,-1.0,31,-1.8,-7,-14
COc1ccc(CCNC(=O)CSc2nc(C)nc3sccc23)cc1OC,14,-25,0.5,-9,0.6,-6,-0.45,-9,-3
CCC(=O)Nc1nc2ccc(NC(=O)c3cc(OC)c(OC)c(OC)c3)cc2s1,-1,-22,0.2,-8,0.9,-45,-1.2,2,-8
COC(=O)C[n+]1cccc2ccccc21,3,-15,1.2,1,1.2,-44,-0.17,128*,-1
O=S1(=O)CC(O)C(NCCO)C1 (stereo not drawn),-13,-18,0.9,0,-3.3,-6,-0.73,-7,-2
CCN(CC)C(C(=O)Nc1ccc(C(C)C)cc1)c1ccc2c(c1)OCO2 (stereo not drawn),-1,-19[20 µM],0.1,17,-1.7,25,-0.86,-22,5
COc1ccc(CNC(=O)CSc2nc(C)cs2)cc1,19,-20,0.1,-6,-1.9,-6,-0.81,-4,-3
c1ccc2c(Nc3nc(-c4ccncc4)nc4ccccc34)cccc2c1,17,-22,-0.3,-37,-3.3,-84,1.9,-11,-4
Cc1cc2cc(CNC(=O)C(C)Oc3ccccc3)ccc2n1C (stereo not drawn),16,1,0.1,3,1.5,12,0.28,0,13
COCC(=O)Nc1cc(=O)n(C)c(=O)n1C,6,-26,0.3,-4,1.0,-13,-1.2,-6,4
COCc1nnc(NC(=O)c2ccco2)s1,21,-19[20 µM],0.8,-8,0.0,-4,0.69,-31,1
COC(=O)c1nnn(CC(=O)Nc2ccc(C)c(F)c2)c1C(=O)OC,37,-17[20 µM],1.4,0,0.8,-6,-0.9,-20,-15
COc1cc(/C=C2\S/C(=N/S(=O)(=O)c3ccccc3)NC2=O)c([N+](=O)[O-])cc1OC,13,3[20 µM],0.5,-22,1.8,-96,.,4,2
Cc1cc(C(=O)N/N=C2\CCCC(=O)C2)c2ccccc2n1,18,-9,1.6,-20,3.9,15,0.037,-7,1
O=c1oc(-c2ccccc2NS(=O)(=O)c2ccccc2)nc2ccccc12,-11,-7[20 µM],0.4,-21,-0.7,-39,-0.17,-11,8
COC(=O)C1=C(C)NC(C)=C(C(=O)OC)C1c1cc2ccc(C)cc2[nH]c1=O,1,-21,0.5,-9,2.1,-45,0.029,-11,-3
Cc1ccc(-c2nnn(CC(=O)NC3CCCc4ccccc43)n2)cc1 (stereo not drawn),9,-11[20 µM],0.9,10,1.0,22,-0.18,-5,-1
COCCCNC(=O)C(F)(F)C(F)(F)C(=O)NCCCOC,-6,-28,0.1,6,-0.2,5,0.75,-6,9
Cc1ccc(OCC(=O)OCC(=O)Nc2sccc2C(N)=O)cc1C,-2,-18,4.2,0,10,-18,-1.4,-10,2
CS/C(=C\C(=O)c1ccco1)Nc1ccccc1Cl,15,7,-1.4,-18,-1.3,12,0.32,-5,-1
CCCCOCCCNC(=O)CCCOc1ccccc1,18,-1[20 µM],0.6,4,-0.5,7,-0.68,-12,1
O=C(CN(C(=O)CCC(=O)Nc1nccs1)c1ccc2c(c1)OCO2)NCC1CCCO1 (stereo not drawn),15,-27,0.2,-8,-0.5,1,.,-4,-1
CC1CCCN(c2ccc(/C=C(\C#N)c3nn(-c4ccccc4)c(N)c3C#N)cc2[N+](=O)[O-])C1 (stereo not drawn),26,2[20 µM],0.2,-8,-1.3,.,2.2,.,-2
CC(=O)Nc1ccc(NC(=O)CSC2=NCCS2)cc1,0,-32,0.0,3,2.1,4,0.73,-12,3
CC(Cc1cccs1)NC(=O)Nc1ccccc1 (stereo not drawn),12,-25,-0.6,4,0.2,9,0.29,-22,-2
CC(=O)OC(C(=O)N1CCN(c2ccccc2F)CC1)c1ccccc1 (stereo not drawn),-1,-17[20 µM],-0.2,-1,1.2,-4,-0.13,-26,-17
CCOC(=O)c1cnc(SC)nc1Oc1cccc(NC(=O)c2ccc(Cl)cc2)c1,4,-6,0.8,-6,1.1,13,.,-13,-1
O=C(c1ccc(N2CCN(C3CC(=O)N(Cc4cccs4)C3=O)CC2)cc1)c1cccnc1 (stereo not drawn),-24,-16,3.8,-15,6.7,-4,-3.1,-2,1
O=C1NC2(CCCc3ccccc32)C(=O)N1Cc1nnc(-c2ccccc2Br)o1 (stereo not drawn),-9,-29,0.9,4,2.6,-122,-0.52,-12,1
COC(=O)Cn1cnc2c(nnn2Cc2ccc(Cl)cc2)c1=O,27,-16,0.4,-1,-0.9,-11,.,-4,6
COc1cc(OC)cc(C(=O)Nc2cccc(-c3ccc4nncn4n3)c2)c1,-2,-21,0.5,-1,1.7,-72,0.43,-10,-1
O=C(CCCOc1ccc(Cl)cc1Cl)Nc1ccc(O)cc1C(=O)O,-3,-14,-0.1,-10,-1.4,-28,-2,-5,0
Oc1ccc2ccccc2c1CN1CCN(c2ccccc2F)CC1,22,-17,0.2,-1,-0.6,-43,0.25,2,1
CC1CCCN(C(=O)COC(=O)c2ccc[nH]c2=O)C1 (stereo not drawn),8,-17[20 µM],0.9,-3,0.0,-36,0.75,-6,-3
COc1ccc(Sc2nc(-c3ccccc3)ncc2OC)cc1,6,-18,1.1,8,0.1,42,-1.2,1,-8
CCCc1ccc(-c2csc(NC(=O)Cc3cccs3)n2)cc1,2,-21[20 µM],1.1,-9,1.0,-5,0.66,-16,-3
Cc1ccc2c(c1)nnn2C1CCN(CC(=O)N2CCN(c3ccc(F)cc3)CC2)CC1,-18,-11[20 µM],0.2,-9,-1.0,17,0.003,-4,3
Cc1ccc(-n2c(C)cc(C(=O)CN3CCCCC3)c2C)cc1,20,-21,0.3,3,-0.3,2,1.2,-27,-3
O=C(Nc1ccc(F)c([N+](=O)[O-])c1)c1cccs1,16,9,2.2,3,5.0,33,-0.018,-5,-4
COc1ccc(C(=O)Nc2c(F)c(F)c(F)c(F)c2F)c(OC)c1,24,-15,0.0,1,-1.1,-7,0.91,-12,11
CCOc1ccc(CC(=O)Nc2sc(Cc3ccccc3)cc2C(N)=O)cc1OCC,-7,-9[20 µM],0.2,-14,0.4,-19,-0.46,-12,0
CCn1c(=O)c2c(nc3n2CCCN3CCc2ccccc2)n(C)c1=O,21,-25,1.3,2,0.9,-11,0.19,-13,4

# Some values from the entries so far.
# TRPML3 agonist result of `COc1cc(OC)cc(C(=O)Nc2cccc(-c3ccc4nncn4n3)c2)c1` = 0.5
# zfTRPN1 agonist result of `COc1ccc(C(=O)Nc2c(F)c(F)c(F)c(F)c2F)c(OC)c1` = -1.1
# PPC-1+TRAIL kill result of `CC1CCCN(C(=O)COC(=O)c2ccc[nH]c2=O)C1` (stereo not drawn) = 8

# Remaining list, next part.
SMILES,PPC-1+TRAIL kill,Furin inhibitor,TRPML3 agonist,TbHK1 inh,zfTRPN1 agonist,Calpain2 inh,Cl transport mod,EBV gp42 inh,Thrombin inh
CC(C)CCNC(=O)C(c1cccnc1)N(Cc1ccccc1)C(=O)Cn1nnc2ccccc21 (stereo not drawn),.,-15[20 µM],0.4,-1,-0.5,.,0.0097,.,.
CCOc1ccc(N=C2NC(=O)/C(=C/C(=O)OC)S2)cc1,18,-15,0.3,-13,0.6,-14,0.0085,0,-1
Cc1cc(C(=O)Nc2nc3c(s2)CCCC3)cs1,-5,-26,6.7,1,1.1,23,0.5,-3,-7
CC/C(=N\NC(=S)NC(C)C)c1ccc(OC(F)F)cc1,-28,-5,-0.2,10,-1.3,35,2.9,4,7
O=C(CNC(=O)c1ccc(Cl)cc1)OCc1nc2ccccc2s1,-11,-12,-1.4,2,-1.7,4,-2.2,-13,9
COCCNc1oc(-c2ccc(Cl)cc2)nc1C#N,20,-146,-0.8,-23,-0.8,.,0.97,.,-4
N#C/C(C(=O)Oc1ccccc1)=C1\C=Cc2ccccc2N1,13,-8[20 µM],0.1,-3,-0.8,-79,-0.52,-5,-4
COc1ccc(Cn2c(C)nc3oc4cc(OC)ccc4c(=O)c3c2=O)cc1,-21,-27,0.2,-5,-0.1,-48,-0.17,-7,-2
Cc1cc(C)c([N+](=O)[O-])cc1-c1ccc(/C=N/NC(=O)c2nonc2N)o1,-17,-7[20 µM],0.2,-12,-1.1,-34,0.39,-46,16
CCCCCCN(C(=O)CCCCCN1C(=O)NC(c2ccc(-c3ccccc3)cc2)C(C(=O)OCc2ccccc2)=C1C)C(C(=O)NCCCC)c1ccccc1 (stereo not drawn),0,-26,.,-10,.,13,-0.72,-6,-6
CS(=O)(=O)N(CC(=O)Nc1cccc(F)c1)Cc1ccccc1,14,-17[20 µM],0.8,0,0.8,9,.,-8,2
CCOC(=O)c1ccc(N2C(=O)CC(C3CCCO3)C2=O)cc1 (stereo not drawn),2,-17,0.1,2,0.5,-17,-0.041,-9,-1
Cc1ccc(-c2nc(CS(=O)(=O)CC(=O)N3CCc4ccccc4C3)c(C)o2)cc1,4,-23,0.7,-3,-1.1,13,-2.7,1,-8
COc1ccccc1C(=O)NCC(=O)N/N=C/c1cccc(Cl)c1,1,-18,0.8,4,2.5,-10,-0.16,-6,2
O=C(/C=C/c1ccccn1)c1ccc(Br)cc1O,20,-15,0.8,-8,1.1,6,0.38,11,-10
FC(F)(F)c1cccc(CN2CCCCCC2)c1,32,-12,0.2,3,0.2,14,0.44,8,-7
Cc1ccccc1Nc1nnc(C)c(=O)n1N,29,-9[20 µM],-0.4,-8,-2.8,13,-0.43,-2,-3
O=C(N/N=C/C(Cl)=C/c1ccccc1)c1ccco1,5,-4,-1.2,-39,-1.7,-14,-0.56,-13,-10

# An excerpt from above in order of their number in Cl transport mod, ascending:
smiles	Furin inhibitor	TRPML3 agonist	TbHK1 inh	Calpain2 inh	Cl transport mod	EBV gp42 inh	Thrombin inh
Cc1ccc(-c2nc(CS(=O)(=O)CC(=O)N3CCc4ccccc4C3)c(C)o2)cc1	-23	0.7	-3	13	-2.7	1	-8
O=C(N/N=C/C(Cl)=C/c1ccccc1)c1ccco1	-4	-1.2	-39	-14	-0.56	-13	-10
Cc1ccccc1Nc1nnc(C)c(=O)n1N	-9[20 µM]	-0.4	-8	13	-0.43	-2	-3
COc1ccccc1C(=O)NCC(=O)N/N=C/c1cccc(Cl)c1	-18	0.8	4	-10	-0.16	-6	2

# Source: PubChem BioAssay
